UDG counterscr: blocks uracil-DNA glycosylase in AID counter-screen. FRET deamination/UDG coupled assay, UDG read, 4 h. Potency, µM (doses to about 115 µM), for the others: top-dose activity change, negative = inhibition, most hits filed as inhibitors. hit rate 0.14% among 91,000; also: nearly all actives have a fitted effect of over 65% in size
AID inh: inhibitors of human activation induced cytidine deaminase; Q9GZX7; AID deamination FRET fluorescence, UDG-coupled, 4 h; Potency, µM (titrated, usually from 115 µM), for the others: at the top dose activity change, negative = inhibition, hits mostly inhibitors; hit rate 0.32% among 91,000; AID 1347428; also: nearly all actives have a fitted effect of over 25% in size
Target sequence (Q9GZX7 whole entry, looked up): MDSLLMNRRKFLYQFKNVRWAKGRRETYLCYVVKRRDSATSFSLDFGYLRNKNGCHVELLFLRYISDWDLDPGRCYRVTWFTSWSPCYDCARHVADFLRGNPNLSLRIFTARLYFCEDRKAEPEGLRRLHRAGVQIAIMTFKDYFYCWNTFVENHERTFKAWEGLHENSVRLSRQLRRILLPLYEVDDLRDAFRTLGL
An asterisk follows results filed as active; ? = inconclusive; & = joins results of further samples; [ ] = remark or other dose. Calls follow the shape of the dose curve; as a rule, active = well fitted curve in the direction sought with a large enough effect; inconclusive = small, poorly fitted or top-dose-only effect, or another doubt; inactive = no such curve, though single readings can be large; an effect the other way counts as inactive or inconclusive. % is scaled to controls: 0 for no effect and ±100 for the full control effect; potency is read from the fitted curve at half-maximal effect. A portion of the library, so the mix of outcomes need not match the whole.

SMILES | UDG counterscr | AID inh
CCS(=O)(=O)c1ncc(Cl)c(C(=O)Nc2ccccc2)n1 | 6% | 18%
O=C1CC(c2ccc(OCc3ccc(F)cc3)cc2)c2cn[nH]c2N1 (centres undefined) | 4% | 1%
N#Cc1nc(COc2ccc(F)cc2)oc1NCc1ccco1 | -7% | -5%
CC(C)C(NC(=O)c1ccccc1Cl)c1nnc(SCC(=O)c2ccccc2)n1C (centres undefined) | -2% | 4%
Cc1ccc(OC(=O)c2snnc2C)cc1C | 10% | 5%
CCC(C)N1CCN(C(=O)c2cccc(Cl)c2)CC1 (centres undefined) | 8% | 7%
COc1ccc(-c2nnn3c2nc(N2CCCC(C)C2)c2ccccc23)cc1 (centres undefined) | -14% | ?
N#C/C(=C/c1ccccc1OCc1ccccc1)c1ccccc1F | -6% | -12%
Cc1ccc2c(c1)-c1onc(C(=O)N3CCN(c4ccc(Cl)cc4)CC3)c1CO2 | -6% | -24%
Cc1cc(NC(=O)CSc2nc(-c3ccccc3F)nc3c2c(=O)n(C)c(=O)n3C)no1 | 10% | 3%
COc1ccc(CN(C(=O)c2cccc(C#N)c2)C2CC2)cc1 | 1% | 8%
CC(C)c1ccc(C2NC(=O)c3c(sc4c3CCN(C)C4)N2)cc1 (centres undefined) | -12%[57.5 µM] | 91%[activator][57.5 µM]
Cc1c(-c2cc(C(F)F)c3c(C4CC4)nn(C)c3n2)cnn1C | 0% | -12%
Cc1nn(C)c(C)c1NC(=O)c1nn(C)cc1Br | -5% | -3%
Cc1ccc(-c2nnc(Nc3ccc(Cl)c(Cl)c3)c3ccccc23)cc1S(=O)(=O)NCCO | 22% | -3%
O=C(COCc1cc(-c2ccc(F)cc2)on1)Nc1cccc(C(F)(F)F)c1 | 2% | ?
CCCOc1ccc(NC(=O)CC2C(=O)N(c3cccc(OC)c3)C(=O)N2Cc2cccs2)cc1 (centres undefined) | 6%[57.5 µM] | 15%
Cc1ccc(NC(=O)C(C)N(C)Cc2ccc3ccccc3c2)c(C)c1 (centres undefined) | -5% | -7%
CCc1ccc(C(=O)c2cn(CC(=O)Nc3ccc(Cl)cc3)c3cc4c(cc3c2=O)OCO4)cc1 | -19% | ?
COc1ccc(Cl)cc1NC(=O)Cn1cc(C(=O)c2ccncc2)c(=O)c2cc(C)ccc21 | -3% | 2%
COc1ccccc1N1CCN(C(=O)CCNS(=O)(=O)c2ccc3c(c2)CCN3C(=O)C2CC2)CC1 | -4% | 18%
CCSc1ncc(Cl)c(C(=O)Nc2cc(C)ccc2C)n1 | 35%[activator] | 33%[activator]
Cc1[nH]c2ccccc2c1C1N2CC3(C)CN1CC(C)(C2)C3=O (centres undefined) | ? | 12%
CCn1cc(C(=O)NCCc2ccccc2)c(=O)c2cc(S(=O)(=O)N3CCc4ccccc4C3)ccc21 | -14% | ?
COc1cccc(C(=O)Nc2c(NC3CCCC3)c3ccccc3oc2=O)c1 | 1% | -2%

Next part, starting with the last 3 of the part before.
SMILES | UDG counterscr | AID inh
Cc1[nH]c2ccccc2c1C1N2CC3(C)CN1CC(C)(C2)C3=O (centres undefined) | ? | 12%
CCn1cc(C(=O)NCCc2ccccc2)c(=O)c2cc(S(=O)(=O)N3CCc4ccccc4C3)ccc21 | -14% | ?
COc1cccc(C(=O)Nc2c(NC3CCCC3)c3ccccc3oc2=O)c1 | 1% | -2%
COc1ccc(-n2c(=O)c3c(C)c(C)sc3n(CC(=O)NCc3ccc(C)cc3)c2=O)c(OC)c1 | -14% | -3%
Cc1ccccc1NC(=O)CSc1nc2ccccc2c2nc(CCn3c(C)nc4ccccc43)nn12 | -8% | -25%
COc1ccc(-c2oc3ncn4nc(COc5ccccc5C)nc4c3c2-c2ccc(OC)cc2)cc1 | 0%[57.5 µM] | 3%[57.5 µM]
CCCc1nc(SC)ncc1C(=O)NCCc1ccc(Cl)cc1 | 7% | -9%
CC(Oc1ccccc1Cl)C(=O)NCc1csc(-c2ccccc2)n1 (centres undefined) | -8% | -21%
Cc1ccc(N(C)S(=O)(=O)c2cccc(C(=O)NC3CC(C)(C)NC(C)(C)C3)c2)cc1 | -2% | 3%
Cc1ccc(/C=C/c2onc(C)c2S(=O)(=O)N2CCC(C(=O)N3CCOc4ccccc43)CC2)cc1 | -7% | ?
COCc1nnc(NS(=O)(=O)c2ccc(C)cc2)s1 | -7% | 1%
Cc1c(CC(=O)NCc2ccccc2)c(=O)oc2c(C)c(O)ccc12 | 35%[activator] | 14%
COC(=O)COc1ccc2c(=O)c(-c3ccc(Cl)cc3)c(C)oc2c1 | 10% | -7%
CCc1sc(C(=O)NCC(C)C)cc1C | -7% | -2%
CCOC(=O)C(=O)CC(=O)c1ccc(Cl)cc1Cl | -11% | -8%
O=C(CN1CCCCC1)Nc1oc2ccccc2c(=O)c1-c1ccccc1 | -3% | -1%
CC1CCN(c2oc(COc3cccc(Cl)c3)nc2C#N)CC1 | 6% | -18%
Cc1ccc(-c2coc3cc4oc(=O)cc(-c5ccccc5)c4cc23)cc1 | 4% | -1%
O=C(CCc1nnc2n(Cc3ccccc3Cl)c(=O)c3ccccc3n12)Nc1ccccc1 | -5% | 10%
CCOc1ccc(C2CC(=O)NC3=C2C(=O)CC(C)(C)C3)cc1 (centres undefined) | -1% | -3%
CC(NC(=O)CSc1nnc(COc2ccccc2Cl)n1C)c1ccc2c(c1)OCO2 (centres undefined) | -3% | -3%
O=C(/C=C/c1ccc(F)cc1)NCCc1ccccn1 | -2% | 0%
Cc1ccc2nc(SCc3nc(-c4ccc(Cl)cc4)no3)[nH]c2c1 | 18% | 60%[activator]
COc1ccc(-n2nc(C(=O)NCc3ccc(F)cc3)c3c4ccccc4n(C)c3c2=O)cc1 | 21% | 0%
Cc1c(CCNC(=O)c2c(F)cccc2F)sc2nc(-c3ccc(F)cc3)nn12 | -8% | 6%
COc1cccc(/C=C/c2nc(C#N)c(N3CCN(C)CC3)o2)c1 | 2%&-8% | -2%&2%
CCCN(CC)c1ccc(/C=N/NC(=S)Nc2cccc(C)c2)cc1 | -10% | -7%
Cc1ccc(C)c(CN2CCN(c3nc4c(c(=O)[nH]c(=O)n4C)n3C/C=C/c3ccccc3)CC2)c1 | 0% | 5%

Ordered by SMILES length (smallest number first): four of the compounds above
SMILES | UDG counterscr | AID inh
CC(C)c1ccc(C2NC(=O)c3c(sc4c3CCN(C)C4)N2)cc1 (centres undefined) | -12%[57.5 µM] | 91%[activator][57.5 µM]
COc1cccc(C(=O)Nc2c(NC3CCCC3)c3ccccc3oc2=O)c1 | 1% | -2%
COc1ccc(-c2oc3ncn4nc(COc5ccccc5C)nc4c3c2-c2ccc(OC)cc2)cc1 | 0%[57.5 µM] | 3%[57.5 µM]
Cc1ccc(-c2nnc(Nc3ccc(Cl)c(Cl)c3)c3ccccc23)cc1S(=O)(=O)NCCO | 22% | -3%

The results go on.
SMILES | UDG counterscr | AID inh
Cc1cc(C(=O)CN2CCC(C(=O)c3ccccc3)CC2)c(C)n1C(C)C | -1% | 0%
CC(C)c1nc2ccc(C(=O)NCCCN3CCN(c4ccccc4)CC3)cc2o1 | 2% | -6%
CC(OC(=O)C1CC2CCCC(C1)C2=O)C(=O)c1ccc(C(C)(C)C)cc1 (centres undefined) | -9% | 1%
CCCCC/C=C\CC(O)/C=C/c1cccc(CC(O)CCCCO)n1 (centres undefined) | 10% | 3%
COc1ccc(CCNC(=O)c2c(C)nn(-c3ccc(F)cc3)c2-n2cccc2)cc1OC | 0% | -10%
CCCc1cc(=O)n2[nH]c(NCc3ccccc3OC)nc2n1 | -11% | -21%
CCOc1ccc(N2CC(NC(=O)/C=C\c3ccc4c(c3)OCO4)CC2=O)cc1 (centres undefined) | -1% | 1%
O=C(O)c1cc(-c2ccc3ccccc3n2)nc2ccc3ccccc3c12 | 7% | -4%
CC(=O)NNC(=S)NC(C)c1ccccc1 (centres undefined) | 7% | 15%
CCc1ccc(S(=O)(=O)c2nnn3c2nc(N2CCOCC2)c2sccc23)cc1 | 14% | -12%
CC(C)CNC(=O)C(=O)NCCc1c[nH]c2ccccc12 | 0% | -4%
CSc1ccc(NC(=O)c2ccc3c(c2)NC(=O)CCS3)cc1 | -8% | -8%
Cc1ccc(CNC(=O)C2CCN(S(=O)(=O)c3ccc4c(c3)CCCN4C(=O)C3CCC3)CC2)cc1 | -15% | -12%
C=CCn1c(N2CCN(Cc3ccc(Cl)cc3)CC2)nc2c1c(=O)[nH]c(=O)n2C | 1% | -19%
CSc1nnc2n(-c3ccc(C)cc3)c(=O)c3c4c(sc3n12)COC(C(C)C)C4 (centres undefined) | 7% | -7%
FC(F)(F)c1ccc(-c2noc(-c3ccccc3Br)n2)cc1 | 6% | ?
COc1ccc(S(=O)(=O)N(CC(=O)Nc2ccccc2Br)Cc2ccccc2)cc1 | -3%[57.5 µM] | -4%[57.5 µM]
CCN(CC)S(=O)(=O)c1cc(-c2nnc(Nc3ccc(OC)c(C(N)=O)c3)c3ccccc23)ccc1C | ? | 35µM*
O=C(Nc1cccc(F)c1)C1CCCN(S(=O)(=O)c2cccc3cccnc23)C1 (centres undefined) | -3% | -27%
O=C1C2=C(Nc3ccccc3SC2c2c(F)cccc2Cl)c2ccccc21 (centres undefined) | 8% | 66%[activator]
Cc1nc(SCC(=O)Nc2ccccc2Cl)cc(-c2ccccc2)n1 | -4% | 11%
CN(C(=O)c1ccc2c(c1)N(Cc1cccc(Cl)c1)C(=O)c1ccccc1S2=O)C1CCCCC1 (centres undefined) | -9%[57.5 µM] | ?
Cc1ccc([C@@H]2c3c(C)nn(-c4ccccc4)c3NC(=O)[C@H]2NC(=O)c2cccc(C)c2)cc1 | -9% | -11%
Cc1ccc(C)c(NC(=O)CCN2C(=O)c3ccccc3Sc3ncccc32)c1 | -3% | -1%
Cc1cc(Br)cc2c(C(=O)OCC(=O)c3ccccc3)cc(-c3ccccc3)nc12 | -13% | 22%
Further entries
SMILES | UDG counterscr | AID inh
COc1ccc(NC(=O)C(c2ccc(C)cc2)N(C)C(=O)Cc2cccs2)cc1 (centres undefined) | -26% | ?
O=C(c1cccs1)N1CCN(Cc2c[nH]c3ccccc23)CC1 | -12% | 1%
O=C(Cn1ccc2cc(S(=O)(=O)N3CCCCCC3)ccc21)NCCc1ccc(Cl)cc1 | -8%[57.5 µM] | 1%
CCCOc1ccc(CN2C(=O)C(=O)c3cccc(C)c32)cc1 | -5% | -27%
O=C(Nc1ccc2c(c1)CCC2)c1ccc2ccccc2c1 | -4% | 4%
Cc1ccccc1NC(=O)Cn1c(=O)n(CC2CCC(C(=O)NCCc3ccccc3)CC2)c(=O)c2ccccc21 (centres undefined) | -4% | 7%
COc1cccc(CNC(=O)Cn2cc3c(n2)-c2c(oc(C(=O)N4CCCC4)c2C)CC3)c1OC | ? | -11%
Cc1ccc(/C=C/C(=O)c2c(C)nc3ccc(Cl)cc3c2-c2ccccc2)o1 | 10% | 7%
Cc1ccc2c(CSc3nnc(NC4CCCCC4)s3)cc(=O)oc2c1 | 4% | 4%
Cc1ccsc1C(=O)Oc1ccc(-c2ccc(C#N)cc2)cc1 | -5% | 1%
CCOc1ccc(NC(=O)c2ccc3nc(C(C)C)oc3c2)cc1 | -13% | 3%
Cc1[nH]c2ccccc2c1-c1csc(NC(=O)C2CC2)n1 | -6% | 3%
CN1CC(=O)Nc2cc(C(=O)O)ccc21 | 5% | 12%
Cc1ccc(-n2nc3c(=O)n(CCCC(=O)NCCc4ccccc4)nc(C)c3c2C)cc1 | -1% | -7%
COc1cccc(OC)c1C(=O)Oc1ccc2c(c1)O/C(=C\c1ccc(C(C)C)cc1)C2=O | -12% | -14%
CCOC(=O)c1cnc2c(Cl)c(Cl)ccc2c1NCCOC(=O)c1cccnc1 | 1% | -9%
Cc1ccc(C)c(NC(NC(=O)c2ccc(C(C)(C)C)cc2)C(Cl)(Cl)Cl)c1 (centres undefined) | -10% | -11%
Cc1ccc(-c2nnc(CCC(=O)N3CCc4sccc4C3c3cccs3)o2)cc1 (centres undefined) | 0% | -15%
Cc1cc2[nH]c(=O)c(=O)[nH]c2cc1S(=O)(=O)N1CCN(c2ccccc2F)CC1 | -6%[57.5 µM] | -23%
NC(=O)C(OC(=O)c1ccccc1)C(OC(=O)c1ccccc1)C(=O)O (centres undefined) | -9% | -6%
COc1ccccc1N1CCN(C(=O)c2cc3c(=O)oc4ccc(C)cc4c3s2)CC1 | -10% | -2%
COc1ccc(/C=C/C(=O)N[C@@H]2C[C@H]3CC[C@@H]2C3)cc1 | 5% | -5%

A few values from the entries so far:
Cc1[nH]c2ccccc2c1-c1csc(NC(=O)C2CC2)n1 @ AID inh = 3%
COc1ccc(NC(=O)C(c2ccc(C)cc2)N(C)C(=O)Cc2cccs2)cc1 (centres undefined) @ UDG counterscr = -26%
COc1cccc(OC)c1C(=O)Oc1ccc2c(c1)O/C(=C\c1ccc(C(C)C)cc1)C2=O @ UDG counterscr = -12%
NC(=O)C(OC(=O)c1ccccc1)C(OC(=O)c1ccccc1)C(=O)O (centres undefined) @ AID inh = -6%

Random excerpt: four entries already listed.
SMILES | UDG counterscr | AID inh
Cc1ccc(-n2nc3c(=O)n(CCCC(=O)NCCc4ccccc4)nc(C)c3c2C)cc1 | -1% | -7%
Cc1[nH]c2ccccc2c1-c1csc(NC(=O)C2CC2)n1 | -6% | 3%
Cc1ccc(/C=C/C(=O)c2c(C)nc3ccc(Cl)cc3c2-c2ccccc2)o1 | 10% | 7%
Cc1cc2[nH]c(=O)c(=O)[nH]c2cc1S(=O)(=O)N1CCN(c2ccccc2F)CC1 | -6%[57.5 µM] | -23%
